ERAP1 HTS inh: inhibitors of human ERAP1 aminopeptidase; 0.15% of 340,000 active; inhibition, % at 10.7 µM; Q9NZ08; AID 652197; recombinant ERAP1, Leu-AMC fluorescence, 60 min;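 active means mean replicate inhibition of at least 30%, or all replicates individually reaching that 30% level; inactive means mean below 30% and not every replicate reaching it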;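 further: 0% = neutral control wells and 100% = L-leucinethiol positive control wells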
Target sequence (Q9NZ08 whole entry, looked up): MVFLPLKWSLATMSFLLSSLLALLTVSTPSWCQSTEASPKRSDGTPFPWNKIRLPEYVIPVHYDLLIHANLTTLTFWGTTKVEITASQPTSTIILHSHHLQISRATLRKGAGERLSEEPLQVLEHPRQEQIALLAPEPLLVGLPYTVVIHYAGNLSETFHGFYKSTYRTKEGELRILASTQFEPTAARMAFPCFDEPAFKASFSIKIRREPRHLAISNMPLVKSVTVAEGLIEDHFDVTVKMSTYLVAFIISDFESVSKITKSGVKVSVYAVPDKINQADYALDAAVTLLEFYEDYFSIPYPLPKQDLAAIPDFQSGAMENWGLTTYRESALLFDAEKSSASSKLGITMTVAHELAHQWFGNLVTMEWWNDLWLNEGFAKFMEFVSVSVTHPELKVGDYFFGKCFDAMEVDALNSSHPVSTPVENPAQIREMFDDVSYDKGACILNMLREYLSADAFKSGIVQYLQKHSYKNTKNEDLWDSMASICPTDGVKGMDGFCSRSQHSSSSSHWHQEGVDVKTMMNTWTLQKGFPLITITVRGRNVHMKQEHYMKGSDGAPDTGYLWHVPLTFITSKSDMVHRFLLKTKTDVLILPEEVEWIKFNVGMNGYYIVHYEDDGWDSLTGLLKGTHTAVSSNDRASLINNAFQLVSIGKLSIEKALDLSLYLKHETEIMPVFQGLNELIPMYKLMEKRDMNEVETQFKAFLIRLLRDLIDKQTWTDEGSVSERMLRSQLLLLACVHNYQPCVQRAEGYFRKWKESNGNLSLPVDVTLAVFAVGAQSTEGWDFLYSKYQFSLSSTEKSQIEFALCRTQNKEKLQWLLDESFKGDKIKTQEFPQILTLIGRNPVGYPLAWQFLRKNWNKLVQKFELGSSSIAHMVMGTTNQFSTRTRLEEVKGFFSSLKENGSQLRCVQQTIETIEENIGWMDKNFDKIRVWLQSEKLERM
ARNT-TACC3 inh: ARNT/TACC3 interaction disruption. Q9Y6A5. AlphaScreen His-ARNT PAS-B/GST-TACC3 binding, luminescence; TACC3 fragment carries E629A point mutation. inhibition, % at 9.99 µM. 0.66% of 390,000 active. AID 623870;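 active means mean inhibition of replicates at least 50% and at least half of replicates each reaching 50%; inconclusive means half or more replicates reach 50% but mean below 50%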;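 further: 0% = complete ARNT plus TACC3 wells and 100% = ARNT alone without TACC3; many hits fall short of the cut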
RAD54 inh: blocks human RAD54 Holliday junction branch migration. Q92698. FAM/BHQ fluorescence. inhibition, % at 10.4 µM. 0.14% of 360,000 active. AID 602329;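 active means mean normalized replicate activity at least 40 and at least half of replicates scoring 40 or more; inconclusive means only one of the two criteria met; inactive means mean below 40 and under half of replicates reaching 40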;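 further: 0% = median of neutral control wells and 100% = median of positive control wells; inhibitors cause a drop in the FAM fluorescence signal; in these data hits start at about 50%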
F508del corr: correctors of CFTR F508del function in bronchial epithelial cells. CFBE cells, YFP halide quenching; stimulated with forskolin plus potentiator P3; % fluorescence drop versus neutral controls. activity (quench increase), % at 7.58 µM. 0.36% of 350,000 active;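 active means mean added fluorescence quench of at least 8% versus neutral control, with both replicates also reaching 8%; inconclusive means only one of the mean or replicate conditions met; inactive means mean below 8% and not both replicates reaching 8%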;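 further: cells transiently co-express mutant CFTR-F508del with the halide-sensitive YFP; corrector assay measuring rescue of mutant channel to the surface after 24 h compound exposure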
Xi reactivation: activators of X-chromosome reactivation in mouse fibroblasts. XiGFP mouse fibroblasts, % GFP-positive cells imaging, 3 d; cells co-treated with 5-aza-dC sensitizer; scaled so ellipticine positive control = 100%. activation, % at 7.58 µM. 0.055% of 360,000 active;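 active means mean normalized replicate activation at least 10% and every replicate at or above 10%; inconclusive means only one of the two criteria met; inactive means mean below 10% and not all replicates reach 10%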;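 further: 0% = median of on-plate neutral control wells and 100% = ellipticine 6 µM median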
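System: SV40-immortalized XiGFP fibroblast cells, line 68-5-11 / Incubation: 3-day compound exposure, then 15 min fixation at room temperature / Compound: single concentration per compound, delivered by pin transfer / Buffer or medium: DMEM plus 5-aza-dC sensitizer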
INS-1E GSIS act: GLuc luminescence reporter in INS-1E cells, primary screen for activators of glucose-dependent secretion of insulin; INS-1E GLuc reporter insulin secretion, 2-3 h; activation, % at 16.6 µM; 0.61% of 370,000 active; AID 743287;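 active means lowest replicate activation of at least 40%, so every replicate reaches that level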;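 further: 0% = median of neutral control wells and 100% = median of IBMX positive control wells; some compounds called inactive have numbers as strong as hits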
RAD52 inh: inhibitors of human RAD52 DNA annealing | P43351 | recombinant RAD52 DNA annealing, FRET fluorescence | inhibition, % at 18.7 µM | 0.46% of 360,000 active;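 active means every replicate showing at least 50% inhibition; inconclusive means mean inhibition at least 50% but not in every replicate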
esBAF inh: blocks esBAF chromatin remodeling in mouse ES cells. Bmi1-luciferase knock-in reporter, 24 h; 100% = twice the neutral-well signal. reporter increase, % at 12.5 µM. 2% of 350,000 active. AID 602393; in the data active means activation above about 40%; inconclusive means no clear call, values can overlap the other calls;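 further: 0% = median of the plate's neutral control wells and 100% = double that signal; a rise in the Bmi1 reporter signal indicates esBAF inhibition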
* marks the source's active call; other numbers are inactive results; u = inconclusive; x = not tested or not shown.

Compound	ERAP1 HTS inh	ARNT-TACC3 inh	RAD54 inh	F508del corr	Xi reactivation	INS-1E GSIS act	RAD52 inh	esBAF inh
Cc1cc(N2CCCC2=O)ccc1S(=O)(=O)NC1CCCCC1	0	3	-3	-2.9	0.3	11	-12	9
O=C(C[C@@H]1C[C@@H]2c3cc(NC(=O)c4ccc5c(c4)OCO5)ccc3O[C@@H]2[C@@H](CO)O1)NCC1CC1	1	-6	9	-0.8	0.1	-5	-5	0
COc1ccc(OC)c(CNC(=O)C2CCCN(S(=O)(=O)N3CCC(C)CC3)C2)c1 (stereo unspecified)	1	-4	-15	0.2	0.0	0	-21	4
Cc1ccc2nc(-c3ccncc3)[nH]c2c1	-1	-1	4	1.5	0.0	2	9	32
C[C@H](CO)N1C[C@H](C)[C@@H](CN(C)Cc2ccccn2)Oc2cc(-c3ccccc3)ccc2S1(=O)=O	0	0	12	3.0	-0.6	-2	28	3
Cc1sc2nc(CSC(C)C(=O)NC3(C#N)CCCCC3)[nH]c(=O)c2c1C (stereo unspecified)	0	1	3	2.8	0.0	-20	-22	-2
CO[C@@H]1CN(C)C(=O)c2cc(NS(C)(=O)=O)ccc2OC[C@@H](C)N(C(=O)CN(C)C)C[C@@H]1C	-3	-2	1	0.3	0.2	-6	-6	2
C[C@@H]1CN([C@@H](C)CO)C(=O)c2cccc(NC(=O)c3cnccn3)c2O[C@@H]1CN(C)C(=O)Nc1ccc2c(c1)OCO2	0	-1	0	-0.8	-0.2	0	-6	1
COc1ccc(CC(=O)Nc2nc(-c3ccc(OC)c(OC)c3)cs2)cc1OC	-5	x	-3	-0.1	0.0	-14	-17	3
CCOC(=O)N(C)C[C@@H]1OCc2ccccc2-c2c(n(C)c3ccccc23)C(=O)N([C@@H](C)CO)C[C@H]1C	-3	3	-5	0.4	0.3	-14	8	0
C[C@@H]1CN([C@@H](C)CO)C(=O)c2cccc(NC(=O)Nc3ccccc3)c2O[C@@H]1CN(C)Cc1ccc2c(c1)OCO2	-1	10	4	-0.4	0.1	3	18	-5
CC(O)c1nc2c(c(=O)n(C)c(=O)n2C)n1C (stereo unspecified)	-5	-3	-4	0.3	-0.3	-5	-15	-6

Full records, quoted from the list.
`CCOC(=O)N(C)C[C@@H]1OCc2ccccc2-c2c(n(C)c3ccccc23)C(=O)N([C@@H](C)CO)C[C@H]1C` across the screens: ERAP1 HTS inh = -3; ARNT-TACC3 inh = 3; RAD54 inh = -5; F508del corr = 0.4; Xi reactivation = 0.3; INS-1E GSIS act = -14; RAD52 inh = 8; esBAF inh = 0
`C[C@H](CO)N1C[C@H](C)[C@@H](CN(C)Cc2ccccn2)Oc2cc(-c3ccccc3)ccc2S1(=O)=O` across the screens: ERAP1 HTS inh = 0; ARNT-TACC3 inh = 0; RAD54 inh = 12; F508del corr = 3.0; Xi reactivation = -0.6; INS-1E GSIS act = -2; RAD52 inh = 28; esBAF inh = 3

(further entries)
Compound	ERAP1 HTS inh	ARNT-TACC3 inh	RAD54 inh	F508del corr	Xi reactivation	INS-1E GSIS act	RAD52 inh	esBAF inh
COc1ccc(C(=O)Nc2nc3ccccc3[nH]2)cc1	-1	2	2	-0.1	0.0	-8	11	-69
CN(C)C(=O)c1ccc(-c2ccccc2[C@@H]2[C@@H](C#N)N(C(=O)C3CC3)[C@@H]2CO)cc1	-6	x	x	-1.8	0.1	3	3	x
COC(=O)C1=C(C)N(Cc2cccc(C(F)(F)F)c2)C(=NCc2ccc(OC)cc2)NC1c1ccc(F)cc1 (stereo unspecified)	4	x	x	0.9	-0.2	285*	-24	x
CCCNC(=O)N1C[C@@H](C)[C@@H](OC)CN(C)C(=O)c2cc(NS(=O)(=O)CC)ccc2OC[C@@H]1C	0	-12	1	x	0.2	11	6	2
CN1C(=O)c2cc(NC(=O)c3cscn3)ccc2OC[C@H]2O[C@@H](CC(=O)N3CCCCC3)CC[C@H]21	2	-5	-1	2.5	0.0	8	4	4
C[C@H](CO)N1C[C@H](C)[C@H](CN(C)CC2CC2)OCCCC[C@H](C)Oc2ccc(NC(=O)C3CCCCC3)cc2C1=O	-1	x	x	0.1	0.4	3	19	x
O=C(Nc1nc(-c2cccs2)cs1)c1ccco1	-1	-1	x	u	0.3	-3	-96	x
CCC(C(=O)OCC(=O)NC1CCS(=O)(=O)C1)c1ccccc1 (stereo unspecified)	4	-4	-7	-2.3	0.2	20	2	4
C[C@@H]1CN([C@@H](C)CO)C(=O)c2cc(C#CC3(O)CCCC3)cnc2O[C@@H]1CN(C)C(=O)C1CCOCC1	13	-1	-2	-1.8	-1.0	22	2	-2
CCCn1c(=N)c(S(=O)(=O)c2ccc(F)cc2)cc2c(=O)n3cccc(C)c3nc21	-60	3	-1	-0.7	0.0	-2	-16	-2
COc1ccc(-c2noc(CN(C(=O)c3cccs3)C(C)C)n2)cc1	x	-1	-7	x	x	-7	x	1
O=C(c1ccc(Cl)cc1)C1CCCN(Cc2cnn(-c3ccccc3)c2)C1 (stereo unspecified)	5	-4	4	0.2	-0.1	-40	2	-4
COC(=O)c1c(NC(=O)CSc2nc3ccccc3c(=O)n2-c2ccccc2)sc(C)c1C	6	-9	x	x	0.1	x	0	x
COc1cc(OC)c(N(C)S(=O)(=O)c2cccc(C(=O)OCC(=O)N(C)Cc3ccccc3)c2)cc1Cl	0	6	2	2.2	0.2	-10	-19	1
NC(=O)CSc1nc2c(c(=O)n1-c1ccccc1)C1(CCCCC1)Cc1ccccc1-2	5	-2	x	x	-0.1	-14	-20	x
O=C(C[C@@H]1CC[C@H]2[C@@H](COC[C@H](O)CN2CC2CCOCC2)O1)N1CCOCC1	-1	-21	-16	2.7	0.2	9	10	5
Cc1cc(S(=O)(=O)Nc2ccc(C(=O)N3CC(C)OC(C)C3)cc2)ccc1F (stereo unspecified)	4	-4	-13	-1.1	0.1	0	4	-2
O=C(N[C@H]1CC[C@@H](CC(=O)N2CCN(c3ccccc3)CC2)O[C@H]1CO)c1ccccc1	-1	-16	-3	-0.5	0.2	3	-2	-3
C=CC(c1ccccc1)C(C(=O)c1ccccc1)N(C)C (stereo unspecified)	0	8	0	-0.1	1.0	-3	-15	-9
CC(C)C(C(=O)NCc1ccco1)N(CC1CCCO1)C(=O)CNS(=O)(=O)c1ccccc1 (stereo unspecified)	-1	-6	x	-2.2	0.0	4	-5	x
O=C(CN1CCCCC1)NC(=O)NC1CCCC1	-1	-7	x	-1.8	0.0	4	-7	x
CCC(=O)N1C[C@H](C)[C@H](OC)CN(C)C(=O)c2ccc(NC(=O)c3cc(C)on3)cc2OC[C@@H]1C	x	-4	1	0.9	0.3	1	x	-1
Cc1ccc(SCCC(=O)N/N=C/c2cccnc2)cc1	-1	-6	x	0.2	0.0	-4	-4	x
COc1ccc(Cl)cc1S(=O)(=O)N1CCC(C(=O)N2CCOCC2)CC1	1	-4	-8	-1.2	0.9	0	-11	-2
N/C(=N\c1nc2ccccc2o1)NC(=O)c1ccc(Cl)cc1	0	-3	x	x	0.2	-2	0	5
COCCC1CCCCN1C(=O)c1cccc(OC2CCN(C3CCCC3)CC2)c1 (stereo unspecified)	5	2	-1	-0.2	0.4	-8	-12	-3
Cc1ccc(N/C(N)=N/c2nc(C(F)(F)F)cc(C(F)(F)F)n2)cc1	-4	-1	-9	-2.7	0.2	-3	1	4
CCN(CC)CCNC(=O)c1cc2cc3ccc(OC)cc3nc2o1	11	-2	50*	0.5	-0.1	5	19	7
COc1ccc(NC(=O)Cn2nnc(-c3ccccc3)c2COc2ccc3ccccc3c2)cn1	-5	x	5	-2.4	0.0	-11	-9	3
COc1ccc(C#Cc2ccc([C@H]3[C@H](CO)N4C(=O)CN(C(=O)c5ccccc5)C[C@@H]34)cc2)cc1	2	x	x	0.2	0.0	11	-41	x
CO[C@@H]1CN(C)C(=O)c2cc(NC(=O)c3ccc4c(c3)OCO4)ccc2OC[C@H](C)NC[C@H]1C	4	4	1	-1.1	0.2	6	-5	-4
CCc1cc(-c2n[nH]c(=S)n2Cc2ccccc2)cs1	x	-7	3	x	x	22	x	0
O=C(O)c1ccc(Cl)c(S(=O)(=O)Nc2ccc(S(=O)(=O)N3CCCC3)cc2)c1	1	-8	-6	0.9	0.0	0	-8	-3
CCc1ccccc1N(CC(=O)NC1CCCCC1)C(=O)CNC(=O)c1ccco1	-3	1	13	-0.9	0.3	22	-8	0
CCOc1cc(S(=O)(=O)n2nc(C)cc2C)ccc1Br	5	0	3	-2.4	0.0	-3	2	-5
O=C(Nc1ccc(F)cc1)N1C[C@@H]2[C@H](c3ccccc31)[C@@H](CO)N2C(=O)c1ccccn1	x	2	0	-1.2	0.3	-5	x	0
CC1(C)S[C@@H]2C(C(=O)OCc3ccccc3)NC(=O)N2C1C(=O)OCc1ccccc1 (stereo partly specified)	x	-3	-1	1.1	-0.1	0	-4	4
CCCCCOc1ccc(C(=O)OC(C)C(=O)NCc2ccco2)cc1 (stereo unspecified)	1	0	-1	-1.0	0.2	-23	-8	21
COc1ccc(C2=NN(CCC(=O)NC3CCCCC3C)C(=O)CC2)cc1 (stereo unspecified)	3	x	-7	2.2	-0.2	x	5	-5
CCN(CC)c1ccc(Nc2nc(-c3cccnc3)cs2)cc1	0	-1	-3	-1.6	0.0	6	-16	60*
COc1ccc(-c2nc3c(Cl)cc(C(F)(F)F)cn3c2Cc2ccsc2)cc1OC	2	x	x	-3.2	0.2	-12	-20	x
CN(CC(=O)Nc1ccccc1Cl)C(=O)c1cc2c(s1)CCCCC2	1	0	-3	-0.8	-0.1	-68	-5	2
C[C@H]1CN([C@@H](C)CO)S(=O)(=O)c2ccc(/C=C/c3ccccc3)cc2O[C@@H]1CN(C)C(=O)Nc1cc(F)ccc1F	x	x	x	3.9	0.2	3	x	3
C[C@]12CCC(=O)C=C1C=CC1C2CC[C@@]2(C)C1CC[C@@]21CCC(=O)O1 (stereo partly specified)	4	2	0	0.0	0.3	x	-13	x
C[C@@H]1O[C@@H](O[C@H]2[C@H](O)[C@@H](O)[C@H](Oc3c(-c4ccc(O)cc4)oc4cc(O)cc(O)c4c3=O)O[C@@H]2CO)[C@H](O)[C@H](O)[C@H]1O	2	-10	-1	-1.9	0.1	x	0	1
CCc1cccc(CC)c1-n1c(-c2cccnc2)n[nH]c1=S	0	2	x	-4.5	0.0	8	3	x
CCOc1ccc(C2C(C(=O)c3ccco3)=C(O)C(=O)N2CCCn2ccnc2)cc1OC (stereo unspecified)	0	11	-10	-1.7	0.1	9	-15	5
COc1ccc(CN(C)C[C@@H]2Oc3ccc(NC(=O)CCC(F)(F)F)cc3C(=O)N([C@@H](C)CO)C[C@H]2C)cc1	2	-4	19	2.2	-0.7	-5	-2	0
C/C(=N\NC(=O)CNc1cccc(C)c1)c1ccc(Br)s1	0	-9	-4	4.0	0.8	-8	-15	x
CCn1cc(C(=O)N[C@H](C(=O)NCCCO)C(C)C)c(=O)c2cc3c(cc21)OCO3	1	3	12	-2.2	0.0	15	-10	2
Cc1ccc(NC(=O)CN2C(=O)/C(=C\c3cccs3)SC2=S)cc1	1	16	x	x	0.1	x	-14	x
CCNC(=O)[C@@H]1[C@@H](CO)[C@@H]2Cn3c(ccc(-c4ccccc4)c3=O)[C@@H]2N1Cc1ccccn1	0	43*	-22	0.3	0.3	20	-15	1

Compound activity: PubChem, Broad Institute

No enrichment for hits; overall some 3.3% were active at least once.
